Screening results deposited in PubChem BioAssay by Sanford-Burnham Center for Chemical Genomics.
PfGluPho inh: PfG6PD enzyme inhibitors, primary screen, biochemical, fluorescence intensity, uHTS; glucose-6-phosphate dehydrogenase-6-phosphogluconolactonase (Plasmodium falciparum 3D7); inhibition, % at 20 µM; 0.78% of 350,000 active; PfGluPho enzyme, NADPH resazurin-diaphorase fluorescence;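 active = inhibition reaching at least a set limit at 20 µM in the primary screen, cut at about 59% in these data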;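 note: 0% = DMSO wells with substrate and 100% = DMSO wells lacking glucose-6-phosphate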
SENP8 inh: human SENP8 protease inhibitors, primary screen, biochemical, fluorescence, Nedd8 protein substrate, uHTS | Sentrin-specific protease 8 (Homo sapiens), Q96LD8 | recombinant SENP8 | inhibition, % at 20 µM | 0.64% of 360,000 active | AID 602440, 2012; in the data active = inhibition mostly above about 40%, no sharp cut-off; inactive = mostly below about 27%
Target sequence (Q96LD8 whole entry, looked up): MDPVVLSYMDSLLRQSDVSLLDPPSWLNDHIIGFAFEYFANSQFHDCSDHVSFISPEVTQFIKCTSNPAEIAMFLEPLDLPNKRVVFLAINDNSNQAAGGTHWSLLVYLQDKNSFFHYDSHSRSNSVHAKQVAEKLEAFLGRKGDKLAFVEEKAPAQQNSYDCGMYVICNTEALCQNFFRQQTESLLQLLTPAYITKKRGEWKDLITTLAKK
SENP6 block: SENP6 protease inhibitors, primary screen, biochemical, luminescence, uHTS; Sentrin-specific protease 6 (Homo sapiens), Q9GZR1; Recombinant SENP6 catalytic domain, aminoluciferin luminescence; inhibition, % at 10 µM; 1.8% of 330,000 active;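 active = inhibition above about 50% at the single tested dose, limit read from the data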;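 note: plate controls were DMSO wells with enzyme for no effect and DMSO wells lacking enzyme for full effect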
ATG4B inhibitor: ATG4B protease inhibitors, primary screen, biochemical, fluorescence, uHTS. Cysteine protease ATG4B (Homo sapiens), Q9Y4P1. ATG4B cleavage of LC3-PLA2, NBD-HPC fluorescence, 1 h. inhibition, % at 8.33 µM. 0.51% of 340,000 active; in the data active = inhibition above about 40%
Target sequence (Q9Y4P1 whole entry, looked up): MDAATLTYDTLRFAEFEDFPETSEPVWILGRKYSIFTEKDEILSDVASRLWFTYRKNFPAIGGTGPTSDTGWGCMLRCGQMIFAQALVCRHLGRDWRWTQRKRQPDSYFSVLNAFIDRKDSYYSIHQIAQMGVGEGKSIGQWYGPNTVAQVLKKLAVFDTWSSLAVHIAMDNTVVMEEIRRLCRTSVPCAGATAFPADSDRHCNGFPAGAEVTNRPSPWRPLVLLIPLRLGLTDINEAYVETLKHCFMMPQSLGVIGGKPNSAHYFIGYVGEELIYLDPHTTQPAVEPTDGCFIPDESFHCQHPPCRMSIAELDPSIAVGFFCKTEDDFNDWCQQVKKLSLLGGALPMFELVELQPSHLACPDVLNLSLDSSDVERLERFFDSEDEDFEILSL
SENP7 block: SENP7 protease inhibitors, primary screen, biochemical, luminescence, uHTS; recombinant SENP7, Z-RLRGG-aminoluciferin luminescence, 40 min; inhibition, % at 5 µM; 1.5% of 330,000 active; AID 434973, 2010;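 active = inhibition above about 50% at the single test dose, limit read from the data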;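 note: plate controls were DMSO with enzyme for no effect and no enzyme buffer wells for full effect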
Target sequence (Q9BQF6 706-1050 limits assumed): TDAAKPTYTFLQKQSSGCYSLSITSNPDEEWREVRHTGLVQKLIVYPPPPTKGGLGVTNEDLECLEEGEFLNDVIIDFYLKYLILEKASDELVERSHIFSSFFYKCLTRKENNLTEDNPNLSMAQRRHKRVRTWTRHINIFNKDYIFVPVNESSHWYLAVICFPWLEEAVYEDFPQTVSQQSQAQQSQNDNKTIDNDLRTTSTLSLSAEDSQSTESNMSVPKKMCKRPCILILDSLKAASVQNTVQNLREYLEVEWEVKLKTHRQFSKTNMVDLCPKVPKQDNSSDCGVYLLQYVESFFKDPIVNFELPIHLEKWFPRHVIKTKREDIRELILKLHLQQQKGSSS
GRIN3A LBD mod: binders of NR3A ligand-binding domain, primary screen, biophysical, differential scanning fluorimetry, uHTS | AID 1259313, 2017 | NR3A LBD differential scanning fluorimetry, Tm shift; 0% = protein alone, 100% = glycine-bound protein | Tm shift relative to glycine control, % at 25 µM | 2.5% of 340,000 active;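 active = melting temperature shift of at least 10% of the positive control shift, at one fixed dose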
MPTP inh: mitochondrial permeability transition pore inhibitors, primary screen, biochemical, isolated mouse mitochondria, absorbance | AID 602449, 2012 | inhibition, % at 10 µM | 1.4% of 360,000 active | Ca2+ swelling absorbance, 30 min;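 active = inhibition of 50% or more, scaled per plate between neutral and stimulator controls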;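 note: 0% = DMSO wells given calcium and 100% = 1 mM EGTA wells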
HKDC1 inhibitor: HKDC1 hexokinase inhibitors, primary screen, biochemical, fluorescence, uHTS; Q2TB90; recombinant HKDC1, G6PDH/diaphorase resazurin coupled fluorescence; inhibition, % at 20 µM; 0.16% of 340,000 active; AID 493160, 2011;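 active = inhibition above about 35% when tested at 20 µM, limit read from the data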;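 note: plate controls were DMSO wells with enzyme for no effect and DMSO wells lacking enzyme for full effect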
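Material – in-house recombinant HK5 (HKDC1) enzyme · Quantity – HKDC1 at 5 µg/mL · Buffer or medium – pH 8.0 Tris buffer with 10 mM MgCl2 · Reagent – glucose with 1 mM ATP · Dosing – single 20 µM dose · Times – reaction time 90 min, room temperature, protected from light · Technique – resorufin fluorescence at 613 nm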
An asterisk follows results filed as active; i = inactive; / = no result given.

(1) CCCCNc1ncnc2c1cnn2-c1ccccc1
(2) CCCCCCc1c(C)[nH]c2nc3ccccc3n2c1=O
(3) COc1ccccc1N1CCN(C2CC(=O)N(c3ccc(Cl)cc3)C2=O)CC1 (stereo unspecified)
(4) CCC1CCCCN1C(=O)c1cc(COc2ccc(-n3cncn3)cc2)on1 (stereo unspecified)
(5) CCN(C[C@H]1N[C@@](C)(C(=O)OC)[C@H]2C(=O)N(C)C(=O)[C@@H]12)C(=O)Nc1ccccc1

assay / compound,1,2,3,4,5
PfGluPho inh,0,-5,13,13,-1
SENP8 inh,16,-156,2,15,3
SENP6 block,22,11,-22,-7,-23
ATG4B inhibitor,-7,1,-8,0,-4
SENP7 block,0,-6,5,-7,2
GRIN3A LBD mod,0,0,0,-1,-2
MPTP inh,-4.7,0.2,-0.6,8.1,-0.2
HKDC1 inhibitor,4,1,1,-6,-4

(6) COC(=O)C1=CN(c2ccc(Cl)cc2)C=C(C(=O)OC)C1c1ccc([N+](=O)[O-])cc1
(7) CCn1c(SCc2nc3ccccc3c(=O)[nH]2)nc2ccccc2c1=O
(8) Cc1ccc(-c2nsc(SCC(=O)Nc3ccc4c(c3)OCO4)n2)cc1
(9) CC(C)c1nc(SCC(=O)Nc2nc3c(s2)CCCC3)c2ccccc2n1
(10) O=C(O)/C=C/C(=O)Nc1ccc(F)cc1F

assay / compound,6,7,8,9,10
PfGluPho inh,4,-8,-1,11,3
SENP8 inh,-13,-18,19,-246,17
SENP6 block,-6,-21,-7,-9,-19
ATG4B inhibitor,-3,6,26,3,-24
SENP7 block,0,-6,-2,-5,-1
GRIN3A LBD mod,-1,-1,6,-12,/
MPTP inh,-1.0,0.0,96*,0.9,-1.2
HKDC1 inhibitor,0,-6,-3,7,12

(11) O=S(=O)(c1cccc(Cl)c1)N1CCC(c2nc3ccccc3[nH]2)CC1
(12) c1ccc(NCCc2ccccn2)cc1
(13) CN(Cc1cccs1)C(=O)C1CCN(S(=O)(=O)c2ccccc2)CC1
(14) CCOc1ccc2c(c1)C(NC(C)=O)C(=O)N2CCN1CCOCC1 (stereo unspecified)
(15) COc1ccc(S(=O)(=O)N2Cc3ccccc3CC2C(=O)Nc2nccs2)cc1 (stereo unspecified)

assay / compound,11,12,13,14,15
PfGluPho inh,0,0,-4,17,-10
SENP8 inh,8,11,13,16,6
SENP6 block,-6,/,-2,-22,3
ATG4B inhibitor,12,2,0,-2,-3
SENP7 block,6,/,-3,2,2
GRIN3A LBD mod,27*,0,1,-3,-2
MPTP inh,1.2,0.0,0.1,-0.3,-2.6
HKDC1 inhibitor,10,-3,-7,82*,4

Single records, from the list above.
Listed for CCOc1ccc2c(c1)C(NC(C)=O)C(=O)N2CCN1CCOCC1 (stereo unspecified) → PfGluPho inh: 17; SENP8 inh: 16; SENP6 block: -22; ATG4B inhibitor: -2; SENP7 block: 2; GRIN3A LBD mod: -3; MPTP inh: -0.3; HKDC1 inhibitor: 82*
Listed for O=S(=O)(c1cccc(Cl)c1)N1CCC(c2nc3ccccc3[nH]2)CC1 → PfGluPho inh: 0; SENP8 inh: 8; SENP6 block: -6; ATG4B inhibitor: 12; SENP7 block: 6; GRIN3A LBD mod: 27*; MPTP inh: 1.2; HKDC1 inhibitor: 10
Listed for COc1ccc(S(=O)(=O)N2Cc3ccccc3CC2C(=O)Nc2nccs2)cc1 (stereo unspecified) → PfGluPho inh: -10; SENP8 inh: 6; SENP6 block: 3; ATG4B inhibitor: -3; SENP7 block: 2; GRIN3A LBD mod: -2; MPTP inh: -2.6; HKDC1 inhibitor: 4

(next part)
(16) COc1cc(/C=N/Nc2nc(N3CCCC3)nc(N3CCCC3)n2)ccc1OCc1ccccc1F
(17) CCN1CCN(Cc2coc3ccc(C)cc3c2=O)CC1
(18) c1ccc2c(c1)[nH]c1c(N3CCCC3)ncnc12
(19) Cc1ccccc1NC(=O)CN1C(=O)COc2ccc(S(=O)(=O)N3CCCC3)cc21
(20) CCCN(C(=O)c1ccco1)c1nnc(-c2ccncc2)s1

assay / compound,16,17,18,19,20
PfGluPho inh,-4,2,17,-12,0
SENP8 inh,11,11,-357,15,-34
SENP6 block,-12,-24,3,-10,32
ATG4B inhibitor,0,0,4,-6,-7
SENP7 block,3,16,1,11,-11
GRIN3A LBD mod,3,-1,-1,4,-1
MPTP inh,-0.7,-1.6,0.2,-0.3,-7.1
HKDC1 inhibitor,1,-5,3,0,-7

(21) O=C(CCCn1nnc(-c2cccnc2)n1)c1ccc(F)cc1
(22) O=C(c1cccc(Cl)c1)c1nn(-c2ccccc2)c(=O)cc1C(F)(F)F
(23) COc1ccc(S(=O)(=O)Nc2ccc3c(c2)CCC3)cc1
(24) CCOc1cc(/C=C(\C#N)C(N)=O)ccc1OCc1c(C)no[n+]1[O-]
(25) Cc1ccc(NC(=O)CCC(=O)NNC(=O)c2ccccc2Cl)c(C)c1

assay / compound,21,22,23,24,25
PfGluPho inh,0,-13,6,-15,-1
SENP8 inh,15,-32,4,-34,14
SENP6 block,2,-1,-37,-8,-8
ATG4B inhibitor,-4,3,-11,0,-1
SENP7 block,-6,-7,3,-1,-3
GRIN3A LBD mod,-2,-17,-9,0,1
MPTP inh,-0.5,3.9,1.0,0.2,3.0
HKDC1 inhibitor,-4,17,10,0,-3

(26) Clc1ccc(Sc2oc(/C=N/n3cnnc3)cc2Br)cc1
(27) CC(=O)NC(CC(=O)Nc1ccc(S(=O)(=O)Nc2nccs2)cc1)c1ccccc1 (stereo unspecified)
(28) O=S(=O)(Nc1cccc2c1CCCC2)c1ccc(Cl)cc1
(29) CCC(C)c1ccc(OCc2ccc(C(=O)O)o2)cc1 (stereo unspecified)
(30) CCCc1[nH]n(-c2ccc([N+](=O)[O-])cc2)c(=O)c1C=NCCc1ccc(OC)c(OC)c1

assay / compound,26,27,28,29,30
PfGluPho inh,50,0,41,-34,1
SENP8 inh,-27,-1,-1,14,14
SENP6 block,-13,-20,-2,95*,6
ATG4B inhibitor,-2,-6,22,-3,-2
SENP7 block,2,-7,2,80*,-7
GRIN3A LBD mod,-1,-1,-15,-1,-1
MPTP inh,12,-0.5,15,-1.2,3.1
HKDC1 inhibitor,-1,9,14,8,-6

(31) CC(=O)Oc1cccc(C(=O)Nc2ccccc2NC(=O)c2cccc(OC(C)=O)c2)c1
(32) O=C1C=C(c2ccccc2)CC(c2cccs2)C1n1cnc([N+](=O)[O-])c1 (stereo unspecified)
(33) CSCC(C)N1CCC(n2nccc2NC(=O)CCc2ccccc2)CC1 (stereo unspecified)
(34) CCCCN(C)CCNC(=O)C1CCN(S(=O)(=O)c2cccc3nsnc23)CC1
(35) CC(C)CN(CC(C)C)C(=O)CN1C(=O)NC2(CCc3ccccc3C2)C1=O (stereo unspecified)

assay / compound,31,32,33,34,35
PfGluPho inh,6,0,-3,-3,2
SENP8 inh,12,34,15,22,17
SENP6 block,7,12,5,-13,-12
ATG4B inhibitor,-5,-8,4,2,4
SENP7 block,4,1,-2,5,-5
GRIN3A LBD mod,1,-3,-1,2,0
MPTP inh,0.0,-1.4,-0.8,-2.6,-0.2
HKDC1 inhibitor,-8,-4,-5,-3,-4

(36) O=C(NC(=S)NC1CCCCC1)c1ccccc1[N+](=O)[O-]
(37) CC(C)[C@H](NC(N)=O)C(=O)Nc1cccc(S(=O)(=O)N2CCOCC2)c1
(38) C=CCN1C(=O)CN=C1Nc1ccc(OC)cc1OC
(39) CC(=O)c1ccc(S(=O)(=O)N2CCCc3ccccc32)cc1
(40) CC1=CSC2=NS(=O)(=O)CCN12

assay / compound,36,37,38,39,40
PfGluPho inh,6,0,-5,-2,-3
SENP8 inh,1,10,10,17,12
SENP6 block,2,1,-4,3,-22
ATG4B inhibitor,3,2,-2,2,2
SENP7 block,-7,4,-6,0,2
GRIN3A LBD mod,18*,0,1,-1,0
MPTP inh,1.4,1.0,-1.4,3.9,0.8
HKDC1 inhibitor,7,8,2,3,-6

(41) O=C(CCn1c(=O)c2ccccc2n(CC(=O)N2CCN(c3ccccc3)CC2)c1=O)NCc1ccco1
(42) O=C(Nc1nc2ccccc2[nH]1)NC1CCCCC1
(43) c1cncc(-c2ccc3ncnc(NCc4ccc5c(c4)OCO5)c3c2)c1
(44) C/C(=N\Nc1ccc(F)cc1)c1ccc(N2CCOCC2)c(F)c1
(45) CCCn1c(=O)c2ccccc2n2c(SCCOc3ccccc3)nnc12

assay / compound,41,42,43,44,45
PfGluPho inh,15,16,10,6,22
SENP8 inh,17,-3,-115,-25,-15
SENP6 block,8,0,6,-22,-3
ATG4B inhibitor,-4,-1,-9,-2,-3
SENP7 block,8,-4,7,-9,-1
GRIN3A LBD mod,0,3,-3,-2,-6
MPTP inh,1.1,0.9,0.2,0.0,2.0
HKDC1 inhibitor,-2,-3,4,6,-7

(46) COc1ccc(NC(=O)CN(C)C(=O)c2cc3c(s2)CCC3)cc1
(47) O=Nc1[nH]c(=O)c(/C=C(\O)c2ccccc2)nc1NO
(48) O=C(C[n+]1cccc(CNC(=O)c2ccc(OC(F)F)cc2)c1)Nc1cc(C(F)(F)F)ccc1Cl
(49) Cc1ccc2nc(NCCCO)nc(-c3ccccc3)c2c1
(50) Cc1nc(N2CCN(c3ccccn3)CC2)c2c(C)c(C(=O)N3CCN(c4ccccc4F)CC3)sc2n1

assay / compound,46,47,48,49,50
PfGluPho inh,-2,-31,0,-4,3
SENP8 inh,-27,26,26,i,1
SENP6 block,-46,56*,-37,4,/
ATG4B inhibitor,7,3,-6,-6,-5
SENP7 block,6,58*,-1,6,/
GRIN3A LBD mod,-2,-2,4,2,-1
MPTP inh,0.1,-6.5,5.3,-1.6,-2.6
HKDC1 inhibitor,27,-8,-5,1,5

(51) O=C(CSc1nc2ccc(NC(=O)CSc3nnnn3-c3ccccc3)cc2s1)Nc1ccccc1
(52) CC[C@]12c3[nH]c4ccc(OC)cc4c3CCN1C(=O)C(CC(=O)NCc1ccco1)C[C@@H]2C(=O)N1CCN(C(=O)C2CC2)CC1 (stereo partly specified)
(53) CC(C)(C)NC(=O)C1CC1(c1ccccc1)c1ccccc1 (stereo unspecified)
(54) O=C(NCC(O)c1ccccc1)c1ccc(Cl)c(S(=O)(=O)N2CCCCC2)c1 (stereo unspecified)
(55) O=C(Nc1ccc(Br)cn1)c1ccc2ccccc2c1

assay / compound,51,52,53,54,55
PfGluPho inh,9,2,16,8,28
SENP8 inh,-7,7,16,-8,0
SENP6 block,-10,/,2,10,-1
ATG4B inhibitor,9,/,-8,-4,0
SENP7 block,-1,5,-3,0,61*
GRIN3A LBD mod,-2,0,-1,2,-12
MPTP inh,5.2,-0.5,0.2,-0.8,0.8
HKDC1 inhibitor,-8,-5,1,-6,-6

(56) COc1ccccc1N1C[C@@H]2C[C@@H](c3ccco3)N3CCC[C@@]23C1=O
(57) O=C(/C=C/c1ccc(Cl)cc1)NCc1ccncc1
(58) Cn1c(SCC(=O)NCC2COc3ccccc3O2)nnc1C(F)(F)F (stereo unspecified)
(59) COc1cc(C(=O)OCC(=O)N2CCCCCC2)c([N+](=O)[O-])cc1OC
(60) COc1ccc(C)cc1N(CC(=O)Nc1ccc(S(=O)(=O)N2CCOCC2)cc1)S(C)(=O)=O
(61) CCOC(=O)c1c(-c2cccs2)csc1NC(=O)c1ccncc1

assay / compound,56,57,58,59,60,61
PfGluPho inh,-20,0,-18,3,1,-2
SENP8 inh,3,20,0,25,4,-36
SENP6 block,3,8,-4,0,2,1
ATG4B inhibitor,21,-3,5,-6,-4,-11
SENP7 block,-7,4,6,4,-4,-4
GRIN3A LBD mod,0,1,3,4,0,1
MPTP inh,-0.2,-1.0,-0.1,-2.1,-0.9,17
HKDC1 inhibitor,-2,-7,-7,2,-9,-4
